TSHR antagonist = Antagonists of the Thyroid Stimulating Hormone Receptor: HTS campaign; activity change, negative = inhibition, % at 11.5 µM; TSHR-expressing cells, TSH-stimulated cAMP HTRF, 2 h; hits give low values; Thyrotropin receptor (Homo sapiens), P16473; actives 0.2% (n = 330,000);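 active means activity change below a set negative limit, meaning inhibition stronger than a set level, cut at about -70% in these data; inconclusive means activity change between two set negative limits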; further: on the % scale 0 is the no-effect control and ±100 the full control effect
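Inhibition of cAMP made by TSHR-expressing cells under TSH stimulation (4nM final, EC80; 2 h, 37 deg C) is quantified with a one-step lysis HTRF kit, anti-cAMP cryptate versus cAMP-d2.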
USP2a block = qHTS Assay for Inhibitors of Ubiquitin-specific Protease USP2a Using CHOP2 as the Reporter; AID 463254, 2010; USP2 core, Ub-CHOP2 coupled fluorogenic reporter, 485/531; actives 0.01% (n = 330,000); Ubiquitin carboxyl-terminal hydrolase 2 (Homo sapiens), O75604; Potency, µM (top dose mostly 38.3 µM), for inactives: at the top dose activity change, negative = inhibition, usual class: inhibitors;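 further: potency means the concentration at half of the fitted maximal effect; plate controls were DMSO wells for no effect and full inhibition by NEM control for full effect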
Target sequence (O75604 whole entry, looked up): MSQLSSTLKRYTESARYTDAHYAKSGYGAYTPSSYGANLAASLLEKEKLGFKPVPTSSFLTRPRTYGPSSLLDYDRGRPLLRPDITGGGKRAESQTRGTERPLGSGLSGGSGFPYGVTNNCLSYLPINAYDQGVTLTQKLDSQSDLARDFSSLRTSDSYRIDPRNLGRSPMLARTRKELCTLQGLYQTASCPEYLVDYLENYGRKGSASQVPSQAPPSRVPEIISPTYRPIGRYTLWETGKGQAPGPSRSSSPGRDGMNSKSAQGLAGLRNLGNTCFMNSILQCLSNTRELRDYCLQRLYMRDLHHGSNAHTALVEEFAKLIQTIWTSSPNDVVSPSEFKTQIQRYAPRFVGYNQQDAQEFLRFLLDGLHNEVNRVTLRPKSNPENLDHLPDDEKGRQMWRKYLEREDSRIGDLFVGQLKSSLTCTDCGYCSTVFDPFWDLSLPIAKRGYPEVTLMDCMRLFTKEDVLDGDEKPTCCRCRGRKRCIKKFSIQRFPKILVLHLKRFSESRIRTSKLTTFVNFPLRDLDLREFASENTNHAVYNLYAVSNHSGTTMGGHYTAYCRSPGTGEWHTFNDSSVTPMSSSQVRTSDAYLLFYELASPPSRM
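Deubiquitinase activity read as fluorescence (485/531 nm) after Ub-CHOP2 cleavage activates the enterokinase reporter on its substrate; USP2 core 10nM, Ub-CHOP2 and substrate 25nM each, 30min compound preincubation then 60min RT; data normalized to NEM, curves fitted.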
Eya2 inh = qHTS Assay for Inhibitors of the Phosphatase Activity of Eya2; recombinant Eya2, OMFP fluorescence dephosphorylation (OMFP is methylfluorescein phosphate); Potency, µM (series often up to 76.9 µM), for the others: at the top dose activity, negative = inhibition, actives largely listed as inhibitors; actives 0.006% (n = 330,000); further: potency means the concentration at half of the fitted maximal effect; on the % scale 0 is the no-effect control and ±100 the full control effect
Target sequence (O00167 whole entry, looked up): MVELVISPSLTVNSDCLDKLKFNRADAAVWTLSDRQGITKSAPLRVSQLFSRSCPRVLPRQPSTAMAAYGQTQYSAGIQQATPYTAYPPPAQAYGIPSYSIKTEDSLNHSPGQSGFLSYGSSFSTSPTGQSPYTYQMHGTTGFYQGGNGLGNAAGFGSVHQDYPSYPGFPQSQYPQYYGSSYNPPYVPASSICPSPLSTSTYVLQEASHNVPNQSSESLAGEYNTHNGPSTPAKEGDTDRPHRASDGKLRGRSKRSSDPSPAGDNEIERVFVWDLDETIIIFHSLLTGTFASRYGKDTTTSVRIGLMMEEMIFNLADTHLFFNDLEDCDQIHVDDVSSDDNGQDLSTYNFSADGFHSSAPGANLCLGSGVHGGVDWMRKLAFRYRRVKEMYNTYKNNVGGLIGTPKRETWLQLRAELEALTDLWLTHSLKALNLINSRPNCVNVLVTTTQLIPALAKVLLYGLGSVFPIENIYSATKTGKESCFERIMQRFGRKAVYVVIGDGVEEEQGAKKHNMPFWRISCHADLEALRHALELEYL
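Eya2 (0.2 uM) preincubated 10 min at ambient with compound, then OMFP substrate added at 50 uM; 10 min reaction in 50 mM HEPES pH 7.5, 50 mM NaCl, 5 uM MgCl2, 0.05% BSA, 1 mM DTT. Fluorescence read at Ex 485/Em 525 nm.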
B2AR arrestin = qHTS assay of beta-arrestin-biased ligands of beta2-adrenergic receptor | actives 0.02% (n = 330,000) | Potency, µM (top dose mostly 46.1 µM), for the others: top-dose activation, usual class: activators | beta-arrestin recruitment to beta2AR, cell-based reporter | Beta-2 adrenergic receptor (Homo sapiens), P07550;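 further: potency means the concentration at half of the fitted maximal effect; 0% = DMSO controls and full agonism = EC100 isoproterenol or metaproterenol; nearly all actives have a fitted effect of over 65% in size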
TCR activator = Activators of T cell receptors: qHTS campaign. 330,000 tested, under 10 active. primary human leukocytes, anti-CD3, IL-2 HTRF, 48 h. Potency, µM (top dose mostly 9.22 µM), inactives show at the top dose activation of IL-2 secretion, most hits filed as activators. AID 504894, 2011; further: % of control where 0% means no effect
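Activity was scored as IL-2 release from primary human leukocytes given only a TCR signal (a-CD3 beads) plus compound for 48 hr. Detection used a two-antibody HTRF format read at 665nm.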
Tb PFK block = qHTS Assay to Find Inhibitors of T. brucei phosphofructokinase; T. brucei PFK, ADP-Glo luminescence; Potency, µM (series often up to 57.5 µM), inactives show top-dose activity, negative = inhibition, most hits filed as inhibitors; actives 0.17% (n = 330,000); ATP-dependent 6-phosphofructokinase (Trypanosoma brucei brucei), O15648;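 further: potency means the concentration at half of the fitted maximal effect; 0% = uninhibited 1x PFK enzyme wells and -100% = no-enzyme wells; nearly all actives have a fitted effect of over 60% in size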
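In TEA buffer at pH 8.0 with 5 mM MgCl2, enzyme (1.25 nM) converted F6P (0.5 mM) and ATP (0.1 mM) for 45 min at room temperature. ADP product was read by luciferase luminescence.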
TSG101-PTAP inh = qHTS Assay for Iinhibitors of HIV-1 Budding by Blocking the Interaction of PTAP/TSG101; 340,000 tested, under 10 active; Fluorescence polarization, FITC-PTAP peptide / Tsg101 binding; Potency, µM (series often up to 115 µM), without a hit: top-dose activity change, negative = inhibition, hits mostly inhibitors; Tumor susceptibility gene 101 protein (Homo sapiens), Q99816; active means well fitted inhibition curve with a large enough effect in the main read-out, with a control signal flat, not every such curve was filed as active; inconclusive means small, poorly fitted or top-dose-only effect, or effect the other way, or a change in a side signal; inactive means no such curve, though single readings can be large or run the other way; further: potency means the concentration at half of the fitted maximal effect; % of control where 0% means no effect
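Steps: Tsg101 binding domain dispensed (10 uM final), compounds pinned in DMSO, FITC-labeled PTAP-motif peptide added (50 nM final); after 20 min binding at room temperature, polarization measured.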
uPA generation = qHTS for Inhibitors of Cell Surface uPA Generation; cell surface uPA generation assay, qHTS; Potency, µM (doses to about 38.3 µM), for inactives: at the highest dose activity change, negative = inhibition, actives largely listed as inhibitors; actives 0.31% (n = 330,000); active means well fitted inhibition curve with a large enough effect; inconclusive means small, poorly fitted or top-dose-only effect; inactive means no such curve, though single readings can be large or run the other way; tested in mouse RAW 264.7 cells; further: potency means the concentration at half of the fitted maximal effect; on the % scale 0 is the no-effect control and ±100 the full control effect; nearly all actives have a fitted effect of over 55% in size
Chronic BCR inh = qHTS Assay to Find Inhibitors of Chronic Active B-Cell Receptor Signaling; Potency, µM (series often up to 46.1 µM), for inactives: top-dose ratio change, negative = lower green/red ratio, hits mostly inhibitors; actives 0.05% (n = 340,000); ABC-DLBCL IkBa-CBG/CBR reporter, luminescence ratio, 4 h; active means well fitted inhibition curve with a large enough effect in the signal ratio, with a control signal flat, not every such curve was filed as active; inconclusive means small, poorly fitted or top-dose-only effect, or effect the other way, or a change in a side signal; the % refers to the signal ratio;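 further: potency means the concentration at half of the fitted maximal effect; plate controls were basal doxycycline-induced cells for no effect and cells given 10 µM MG132 for full effect; MG132 reads +100%, hits lower the ratio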
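Doxycycline induced both beetle luciferases in TMD8 lymphoma cells; IKK-driven degradation limits the IkappaBalpha-fused green signal, while red luminescence normalises for cell number and nonspecific effects. Compounds tested up to 46 uM, 4 hrs.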
Mito fusion act = qHTS Assay for Small Molecule Inhibitors of Mitochondrial Division or Activators of Mitochondrial Fusion; S. cerevisiae fusion-defective mutant growth rescue, CellTiterGlo 48 h; Potency, µM (doses to about 46.1 µM), without a hit: at the top dose growth rescue (activation), actives largely listed as activators; actives 0.23% (n = 320,000); AID 485298, 2010;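 further: potency means the concentration at half of the fitted maximal effect; % of control where 0% means no effect; nearly all actives have a fitted effect of over 45% in size; temperature-sensitive fusion mutants such as fzo1-1 at 37 °C on non-fermentable ethanol glycerol medium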
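Read-out: ATP-based luminescence (CellTiterGlo, 10 min ambient) reporting growth of fusion-defective ts yeast after 48 hours at 37C on glycerol/ethanol YPEG medium in the presence of compound.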
ELG1 repair inh = qHTS screen for small molecules that inhibit ELG1-dependent DNA repair in human embryonic kidney (HEK293T) cells expressing luciferase-tagged ELG1; Potency, µM (doses to about 46.1 µM), inactives show at the top dose activity change, negative = inhibition, most hits filed as inhibitors; AID 504467, 2011; actives 2.3% (n = 330,000); HEK293T ELG1-luciferase reporter, luminescence, 16 h; DNA damage induced by 5-fluorouridine; further: potency means the concentration at half of the fitted maximal effect; on the % scale 0 is the no-effect control and ±100 the full control effect; nearly all actives have a fitted effect of over 55% in size
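Quantitative HTS, concentration-response format. 2,000 cells/well co-treated with 5-fluorouridine and compound, 16 hr in 5% CO2 at 37 °C; ONE-Glo luminescence read after 30 min.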
* marks the source's active call; other numbers are inactive results; ? = inconclusive; . = not tested or not shown; [ ] = another dose, or the depositor's remark. Unless noted, the call rests on the fitted dose curve; in most records, active means well fitted curve in the direction sought with a large enough effect; inconclusive means small, poorly fitted or top-dose-only effect, or another doubt; inactive means no such curve, though single readings can be large; an effect the other way counts as inactive or inconclusive. Hits appear at their usual frequency, and some 3% of all compounds hit somewhere here.

Value order: TSHR antagonist	USP2a block	Eya2 inh	B2AR arrestin	TCR activator	Tb PFK block	TSG101-PTAP inh	uPA generation	Chronic BCR inh	Mito fusion act	ELG1 repair inh
[1] CC(C)(C)NCC(O)COc1ccccc1C(=O)CCc1ccccc1 (configuration not stated)
  5	4%	-31%	-1.1%	.	3%	-12%	-29%	?	-6%	-16%
[2] COc1ccc(/C=C/C(=O)OCC(=O)N(C)CC(=O)Nc2ccc(C)cc2)c(OC)c1
  10	1%	-2%	-0.2%	-5%	0%	-3%	6%	0%	.	19%
[3] CCN1CCCC1CNC(=O)Cn1cccc1C(=O)c1ccccc1C (configuration not stated)
  -12	1%	2%	-0.2%	4%	10%	-5%	3%	9%	1%	-7%
[4] Fc1cccc(-c2c(-c3ccccc3)ncc3cc(F)ccc23)c1
  -23	-1%	1%	0.1%	-2%	0%	-4%	-7%	-1%	13%	1%
[5] C=CCc1ccc(OCc2ccc(C(=O)O)o2)c(OC)c1
  0	1%	2%	-0.3%	-2%	-1%	-2%	-3%	?	2%	?
[6] CC1C(C(=O)Nc2ccccc2)CCCC1(C)C(=O)O (configuration not stated)
  12	4%	9%	-0.5%	2%	2%	0%	3%	3%	7%	15%
[7] COc1cc(S(=O)(=O)NCc2ccccc2Cl)ccc1-n1cnnn1
  5	0%	-4%	0.0%	-4%	-1%	-2%	-10%	-10%	9%	0%
[8] O=C(C[n+]1ccccc1)N/N=C/c1ccc(C(=O)O)cc1
  0	2%	14%	0.1%	-24%	10%	-1%	13%	?	1%	12%
[9] O=C(NCc1ccc2c(c1)OCO2)c1ccc(N2CCCCCC2)c([N+](=O)[O-])c1
  -21	1%	-15%	2.5%	0%[46.1 µM]	?	6%	-5%	7%	?	-13%
[10] Cc1cc(C(=O)NCc2ccco2)no1
  1	1%	-6%	-0.2%	6%	2%	-9%	.	0%	-1%	2%
[11] Cc1ccc2nc(NCCC(=O)O)nc(-c3ccccc3)c2c1
  -12	5%	-6%	3.8%	-3%	-6%	-9%	-3%	5%	-1%	-6%
[12] CC(NC(=O)CN(C)CC(=O)Nc1ccccc1Br)c1ccccc1 (configuration not stated)
  2	3%	0%	-0.5%	5%	-1%	-3%	15%	2%	-1%	-1%
[13] Cc1nccn1CC(=O)c1ccc(O)c(O)c1
  24	0%	2%	0.2%	2%	0%	2%	13%	0%	-12%	5%
[14] Cc1cc(NC(=O)C(C)SCC(=O)OC(C)C(=O)Nc2ccc(F)cc2Cl)no1 (configuration not stated)
  -4	-2%	8%	-0.1%	-1%	-5%	-1%	20%	?	-1%	9%
[15] COC(=O)c1ccc(NC(=O)C[n+]2ccccc2C)cc1
  -3	1%	-2%	-3.5%	.	-1%	-1%	17%	?	-2%	4%
[16] Cn1c(SCc2nc3ccccc3[nH]2)nnc1-c1cccs1
  26	-3%	-1%	-0.3%	4%	0%	-2%	-3%	-4%	10%	4%
[17] CCOC(=O)N1CCN(C(=O)COc2ccc(Br)cc2)CC1
  6	3%	4%	-1.0%	-7%	-3%	-10%	-17%	3%	0%	2%
[18] N/C(=N\OC(=O)Cc1ccccc1[N+](=O)[O-])c1cccnc1
  -9	1%	-4%	0.1%	-4%	2%	-1%	3%	-2%	-6%	-11%
[19] CC1(C)NC(=O)N(CC(=O)OCC(=O)c2ccc(F)cc2)C1=O
  8	4%	18%	-0.4%	-15%	1%	-2%	3%	-3%	-9%	?
[20] Cc1ccc2cc(CCNC(=O)c3ccc(Br)o3)c(=O)[nH]c2c1
  -12	1%	-6%	-0.1%	-1%	-2%	-1%	-1%	?	-22%	7%
[21] O=C(CSc1nccn1-c1ccc(Cl)cc1)N1CCCc2ccccc21
  2	2%	-17%	0.3%	-8%[46.1 µM]	0%	-6%	1%	-2%	13%	-1%
[22] CCOc1ccc(NC(=O)Cn2nnc(C(=O)NCCc3ccc(OC)c(OC)c3)c2N)cc1
  3	-1%	-8%	0.1%	-2%	2%	-4%	0%	-1%	3%	-13%
[23] O=C(NC(c1ccccc1)c1ccccc1)c1ccc(=O)[nH]n1
  -2	0%	5%	-0.2%	5%	-3%	-4%	-3%	-1%	1%	?
[24] C[C@H]1CN([C@@H](C)CO)C(=O)Cc2cc(NS(C)(=O)=O)ccc2O[C@@H]1CN(C)Cc1ccc(Cl)c(Cl)c1
  6	0%	17%	-0.1%	-5%	-6%	-4%	3%	2%	.	-4%
[25] O=C(Oc1ccc(/C=N/NC(=O)c2ccccc2F)cc1)c1ccccc1
  14	0%	-8%	-1.0%	3%	-14%	1%	0%	?	-2%	?
[26] Cc1cc(Br)ccc1NC(=O)CNC(=O)CSc1nccn1C
  .	2%	2%	0.3%	-7%	1%	-5%	3%	-2%	.	20%
[27] CN(C)CCN(C)Cc1ccccc1Sc1cccc2ccccc12
  42	0%	-6%	-2.7%	-8%[46.1 µM]	1%	0%	-7%	?	-12%	-20%
[28] Cc1ccccc1CN1C2=NCCCN2c2ccccc21
  25	2%	3%	0.4%	-4%	-4%	-6%	.	3%	-4%	?
[29] Cc1cccc(N2CCN(C(=O)CCCn3c(=O)[nH]c4ccsc4c3=O)CC2C)c1 (configuration not stated)
  5	1%	7%	-0.5%	-3%	5%	-4%	1%	2%	5%	?
[30] O=C(Nc1ccccc1-c1ccccc1)c1ccc(=O)[nH]n1
  12	1%	5%	0.2%	.	-2%	-7%	3%	-22%	10%	?
[31] Cc1cc(F)ccc1NS(=O)(=O)c1cccc2nsnc12
  15	0%	-16%	-0.8%	.	2%	-1%	0%	1%	4%	8%
[32] O=C(NC(=S)NCc1cccnc1)c1ccccc1[N+](=O)[O-]
  2	1%	-7%	-0.1%	8%[46.1 µM]	8%	-3%	-2%	0%	-3%	?
[33] O=C(C1COc2ccccc2O1)N1CCc2ccccc21 (configuration not stated)
  11	0%	5%	-0.5%	.	?	-9%	-7%	2%	7%	?
[34] CC(C)C1N(S(=O)(=O)c2ccccc2)CCN1S(=O)(=O)c1ccccc1
  -11	1%	3%	-0.6%	6%	1%	-1%	.	6%	3%	-4%
[35] Cc1[nH][nH]c(=O)c1C(c1ccc(O)c(Br)c1)c1c(C)[nH][nH]c1=O
  -1	-1%	-15%	-0.1%	7%	-23%	-4%	-9%	?	-2%	2%
[36] COc1cc2cc(NC(C)=O)cc(NCc3ccccc3)c2cc1OC
  8	3%	-5%	-1.0%	3%	1%	-1%	-4%	?	-2%	?
[37] CC1CN(C(=O)c2cc(S(=O)(=O)N(C)c3ccc(F)cc3)ccc2Cl)CC(C)O1 (configuration not stated)
  9	-2%	-7%	-0.4%	-10%	-22%	0%	0%	3%	-2%	?
[38] N#Cc1ccc(N2Cc3ccccc3/C2=N/C(=O)Nc2ccc(Cl)cc2)cc1
  -2	-2%	-19%	-1.2%	6%[46.1 µM]	-5%	0%	-4%	?	-4%	-9%
[39] COc1ccc(-c2noc(N3CCC(C(=O)Nc4ccc(OC)c(OC)c4)CC3)n2)cc1
  8	2%	-13%	0.1%	-2%	2%	-3%	-50%	?	-7%	11%
[40] NS(=O)(=O)c1ccc(CCNCc2cc(Br)ccc2OCc2ccccc2)cc1
  10	-4%	-10%	0.3%	2%[46.1 µM]	2%	-1%	-5%	-3%	-6%	-6%
[41] Cc1cc(OCC(=O)N[C@@H](Cc2c[nH]c3ccccc23)C(=O)O)c2c(C)c(C)c(=O)oc2c1
  2	3%	0%	-0.9%	-2%	0%	-1%	7%	4%	-2%	4%
[42] O=C(OCC(=O)c1ccccc1Br)c1ccccn1
  -4	-1%	6%	-0.2%	1%	-1%	-5%	1%	-11%	-2%	6%

Screening data: PubChem BioAssay, National Center for Advancing Translational Sciences (NCATS)
